Screens: PubChem, University of Kansas High Throughput Screening Laboratory
mHTT-CaM PPI inh = mutant huntingtin-calmodulin interaction inhibitors – biochemical, AlphaScreen, primary screen; inhibition, % at 15 µM; actives 3.6% (n = 190,000); AlphaScreen His-mHTT/GST-CaM binding, luminescence; P42858;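 further: 0% = both proteins with DMSO and 100% = one protein alone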
Target sequence (P42858 whole entry, looked up, stated change not applied): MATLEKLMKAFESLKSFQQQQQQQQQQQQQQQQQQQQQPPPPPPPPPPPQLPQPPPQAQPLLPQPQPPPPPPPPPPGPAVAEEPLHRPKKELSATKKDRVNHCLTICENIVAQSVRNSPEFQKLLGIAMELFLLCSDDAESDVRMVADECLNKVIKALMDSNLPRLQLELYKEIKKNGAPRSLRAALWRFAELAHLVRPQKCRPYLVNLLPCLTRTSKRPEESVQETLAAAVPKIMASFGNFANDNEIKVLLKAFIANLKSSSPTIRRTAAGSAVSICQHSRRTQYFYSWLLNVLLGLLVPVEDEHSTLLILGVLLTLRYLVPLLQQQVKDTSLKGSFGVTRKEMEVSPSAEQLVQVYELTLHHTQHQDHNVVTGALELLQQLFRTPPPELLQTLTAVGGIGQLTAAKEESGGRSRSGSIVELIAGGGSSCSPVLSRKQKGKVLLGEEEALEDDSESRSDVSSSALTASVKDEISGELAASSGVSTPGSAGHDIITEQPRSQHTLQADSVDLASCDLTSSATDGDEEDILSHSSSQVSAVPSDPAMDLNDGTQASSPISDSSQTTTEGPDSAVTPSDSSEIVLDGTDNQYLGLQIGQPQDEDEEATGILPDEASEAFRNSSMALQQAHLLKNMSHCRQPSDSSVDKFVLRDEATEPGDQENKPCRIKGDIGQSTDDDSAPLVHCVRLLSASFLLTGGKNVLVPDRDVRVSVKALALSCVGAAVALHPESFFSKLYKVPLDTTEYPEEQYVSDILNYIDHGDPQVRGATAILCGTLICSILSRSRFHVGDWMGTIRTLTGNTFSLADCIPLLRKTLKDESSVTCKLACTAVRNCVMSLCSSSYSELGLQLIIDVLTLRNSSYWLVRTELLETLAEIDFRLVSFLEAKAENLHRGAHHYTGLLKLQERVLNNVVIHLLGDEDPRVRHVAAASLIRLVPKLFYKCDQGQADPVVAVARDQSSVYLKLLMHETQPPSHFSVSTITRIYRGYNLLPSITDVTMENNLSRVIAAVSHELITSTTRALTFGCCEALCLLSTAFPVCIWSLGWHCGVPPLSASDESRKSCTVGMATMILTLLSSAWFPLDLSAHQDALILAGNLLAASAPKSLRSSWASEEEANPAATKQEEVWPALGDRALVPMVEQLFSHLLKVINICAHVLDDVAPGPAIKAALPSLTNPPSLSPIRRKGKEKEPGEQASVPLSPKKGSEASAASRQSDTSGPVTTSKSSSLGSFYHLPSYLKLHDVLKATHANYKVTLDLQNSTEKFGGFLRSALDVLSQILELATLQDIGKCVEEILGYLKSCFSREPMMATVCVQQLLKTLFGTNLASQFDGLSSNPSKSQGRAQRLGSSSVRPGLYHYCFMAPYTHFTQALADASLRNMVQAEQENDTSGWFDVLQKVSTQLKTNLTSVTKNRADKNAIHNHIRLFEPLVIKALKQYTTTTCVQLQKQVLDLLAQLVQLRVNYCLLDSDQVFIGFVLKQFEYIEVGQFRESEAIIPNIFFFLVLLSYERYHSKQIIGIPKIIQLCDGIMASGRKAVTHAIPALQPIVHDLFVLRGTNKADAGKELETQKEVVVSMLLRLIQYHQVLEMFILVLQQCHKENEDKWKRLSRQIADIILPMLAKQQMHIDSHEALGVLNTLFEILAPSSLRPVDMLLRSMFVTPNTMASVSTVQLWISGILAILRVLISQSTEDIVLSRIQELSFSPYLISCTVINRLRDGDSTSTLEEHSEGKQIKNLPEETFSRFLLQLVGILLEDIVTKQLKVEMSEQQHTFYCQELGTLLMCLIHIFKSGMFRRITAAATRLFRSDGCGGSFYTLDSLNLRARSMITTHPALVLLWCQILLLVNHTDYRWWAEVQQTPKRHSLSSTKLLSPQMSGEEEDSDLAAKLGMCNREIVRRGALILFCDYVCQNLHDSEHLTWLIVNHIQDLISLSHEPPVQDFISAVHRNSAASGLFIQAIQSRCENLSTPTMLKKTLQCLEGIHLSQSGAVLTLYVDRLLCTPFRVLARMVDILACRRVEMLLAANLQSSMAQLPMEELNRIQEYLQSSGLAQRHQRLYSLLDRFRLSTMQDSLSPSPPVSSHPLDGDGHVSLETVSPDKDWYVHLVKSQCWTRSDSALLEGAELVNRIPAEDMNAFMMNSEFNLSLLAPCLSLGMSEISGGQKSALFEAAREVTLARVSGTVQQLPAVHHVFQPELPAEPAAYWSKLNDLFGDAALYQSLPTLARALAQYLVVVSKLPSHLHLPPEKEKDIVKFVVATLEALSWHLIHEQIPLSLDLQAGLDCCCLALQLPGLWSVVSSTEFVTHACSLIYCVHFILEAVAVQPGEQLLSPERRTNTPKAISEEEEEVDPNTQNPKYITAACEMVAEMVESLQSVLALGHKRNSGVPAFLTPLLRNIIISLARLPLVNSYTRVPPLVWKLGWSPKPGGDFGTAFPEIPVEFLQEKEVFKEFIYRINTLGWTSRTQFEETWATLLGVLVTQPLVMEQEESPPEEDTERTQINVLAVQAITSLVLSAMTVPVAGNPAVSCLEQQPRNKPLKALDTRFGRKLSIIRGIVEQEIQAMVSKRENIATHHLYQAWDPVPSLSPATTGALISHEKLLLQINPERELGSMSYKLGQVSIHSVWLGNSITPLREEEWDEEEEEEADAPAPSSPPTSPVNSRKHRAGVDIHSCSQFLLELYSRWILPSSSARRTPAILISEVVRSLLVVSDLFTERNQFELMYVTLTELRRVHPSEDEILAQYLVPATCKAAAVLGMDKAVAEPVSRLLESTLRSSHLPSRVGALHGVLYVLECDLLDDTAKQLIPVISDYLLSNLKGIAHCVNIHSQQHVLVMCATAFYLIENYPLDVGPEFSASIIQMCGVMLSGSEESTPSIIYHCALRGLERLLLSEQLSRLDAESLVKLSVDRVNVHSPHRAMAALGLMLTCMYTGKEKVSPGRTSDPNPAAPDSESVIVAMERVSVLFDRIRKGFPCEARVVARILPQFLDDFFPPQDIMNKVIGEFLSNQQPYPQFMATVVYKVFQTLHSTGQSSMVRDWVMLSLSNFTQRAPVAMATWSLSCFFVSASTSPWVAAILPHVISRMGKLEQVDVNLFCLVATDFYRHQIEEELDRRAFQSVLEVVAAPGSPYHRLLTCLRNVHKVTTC
Pf apPOL block = Pf-apPOL inhibitors, biochemical, fluorescence; inhibition, % at 10 µM; Recombinant Pf-apPOL, molecular beacon fluorescence, 1.5 h; actives 0.25% (n = 210,000); Plasmodium falciparum apicoplast DNA polymerase (apPOL)
Active calls of the source: *; i = inactive; nt = no result given; & = joins results of further samples. No stated cut-off is given here; in the data, active means inhibition above about 50%; inactive means the rest. This is a subset; count on the stated rates, not on these rows.

SMILES | mHTT-CaM PPI inh | Pf apPOL block
CC(C)C(=O)N1c2ccccc2NC2=C(C(=O)CC(C)(C)C2)C1c1ccc2c(c1)OCO2 (configuration not stated) | 18 | -10
Cc1c(CN2CCCC(Nc3ncnc4c3CCC4)C2)cnn1C (configuration not stated) | -7 | -7
Cc1cccc(NC(=O)c2cc(Br)ccc2Cl)n1 | -8 | 5
CCc1ccc(-n2c(C)nc3cc(C(=O)NC4CCCC4)ccc32)cc1 | 26 | 3
CC(=O)N1N=C(c2ccc(C)c(Cl)c2)OC1(C)C | -12 | -14
O=C1OC(c2cccc(F)c2)=N/C1=C\c1ccc(F)cc1 | 6 | -3
CCOc1ccc(-n2c(SCC(=O)Nc3cc(C)ccc3C)nc3c(c2=O)SCC3)cc1 | -3 | 2
CC1=C(C(=O)Nc2ccccn2)C(c2cccc([N+](=O)[O-])c2)n2ncnc2N1 (configuration not stated) | 5 | -1
O=C1/C(=C/N(C(=O)c2ccco2)c2ccc([N+](=O)[O-])cc2)Sc2ccccc21 | 19 | 32
Cn1c(=NC(=O)c2cc3ccccc3oc2=O)sc2cc(S(C)(=O)=O)ccc21 | 2 | -3
CCNC(=O)N1CCc2c(c(-c3nc(-c4ccc(F)cc4)no3)nn2C)C1 | 3 | -1
COc1ccccc1CNC(=O)c1ccc2c(c1)NC(=O)C1CCC(=O)N21 (configuration not stated) | -7 | -5
Cc1cc(=O)n(-c2cccc(C(F)(F)F)c2)n1C | -3 | 20
O=C(NCCN1CCN(C(=O)NC(c2ccccc2)c2ccccc2)CC1)c1ccsc1 | 8 | -5
CC1(C)C(=O)OC(c2cccc([N+](=O)[O-])c2)C2(CCCC2)C1=O (configuration not stated) | -2 | -6
CN(C)c1cc(N2CCOCC2)nc(C#N)n1 | 0 | nt
Cc1c(C(=O)NC2CCCCC2C)oc2ccc(S(=O)(=O)N3CCCCC3)cc12 (configuration not stated) | -1 | -13
Cn1cc(C(NS(=O)(=O)c2ccccc2)C(Cl)(Cl)Cl)c2ccccc21 (configuration not stated) | 16 | -2
COc1ccc(C(=O)N2CCC(C(=O)O)CC2)cc1S(=O)(=O)N1CCC(C)CC1 | 0 | -4
Nc1nc(N2CCN(c3ccccc3F)CC2)ncc1C(=O)NCc1ccccc1 | -2 | -10
CCc1ccc(NC(=O)C2(C)Oc3cccnc3N(C(C)C)C2=O)cc1 (configuration not stated) | -14 | 2
O=C(Cc1ccc(F)cc1)N1CCC(Nc2ncnc3c2CCC3)C1 (configuration not stated) | 1 | -4
CC(=O)Nc1ccc(C(=O)NCc2ccccc2F)c(N2CCOCC2)c1 | -13 | 2
COc1ccc2c(c1)CNC2CS(=O)(=O)NCCc1ccccc1 (configuration not stated) | -6 | -22
COc1ccc(NC(=O)CCN2CCN(c3ccccc3)CC2)c(OC)c1 | 6 | -8

Brought forward from above: 4 compounds; new compounds follow.
SMILES | mHTT-CaM PPI inh | Pf apPOL block
O=C(Cc1ccc(F)cc1)N1CCC(Nc2ncnc3c2CCC3)C1 (configuration not stated) | 1 | -4
CC(=O)Nc1ccc(C(=O)NCc2ccccc2F)c(N2CCOCC2)c1 | -13 | 2
COc1ccc2c(c1)CNC2CS(=O)(=O)NCCc1ccccc1 (configuration not stated) | -6 | -22
COc1ccc(NC(=O)CCN2CCN(c3ccccc3)CC2)c(OC)c1 | 6 | -8
CC(C)CCc1nnc(N)s1 | -1 | nt
COc1ccccc1NC(=O)CSc1nc(-c2ccccc2)cn1-c1ccccc1OC | 34 | 1
COc1cc(NC(=O)c2cc3n(n2)C(C(F)(F)F)CC(c2ccccc2)N3)cc(OC)c1OC (configuration not stated) | 24 | 3
CCSc1ccccc1C(=O)Nc1nc(-c2ccccn2)cs1 | -4 | -14
COc1cccc(N(C(C)=O)C2=C(N3CCCC3)C(=O)c3ccccc3C2=O)c1 | 99* | -12
Cc1ccc(OCC(=O)NN)c(Br)c1 | -3 | -4
COc1ccc(C=C2N=C3SC(C)C(=O)N3C2=O)cc1 (configuration not stated) | nt | -4
CCCCCCCCN1[C@@H](CC(=O)OCC)c2cc(F)ccc2S1(=O)=O | -101 | -5
COc1cc(CNc2ccc(SC)cc2)cc([N+](=O)[O-])c1O | 36 | 1
CCOc1ccccc1CN1C(=O)CCC1(C)C(=O)NCc1ccc(C)cc1 (configuration not stated) | 10 | 0
CCCSc1ncccc1C(=O)Nc1ccc(OC(F)(F)F)cc1 | nt | 3
COc1ccccc1OCC(=O)O/N=C(\N)Cc1ccc(Cl)cc1 | i | -1
CCN(CC)CCn1c(=N)n(CC(O)c2ccco2)c2ccccc21 (configuration not stated) | 6 | -6
COc1ccc(/C=c2\sc3nc(=O)c(Cc4ccccc4)nn3c2=O)c(OC)c1 | 15 | -2
O=C(NC1CCCCCC1)c1cnccn1 | 1 | -3
O=C(Nc1ccccc1Cl)c1cc(S(=O)(=O)N2CCc3ccccc32)ccc1F | -21 | -20
O=C(Nc1nc(-c2cccc([N+](=O)[O-])c2)cs1)c1ccc(S(=O)(=O)N2CCCC2)cc1 | 4 | -2
Cn1ccc2c(-c3ccccc3F)cc3c(c21)C1CCC3C1 (configuration not stated) | 13 | -3
NC(=NOC(=O)Nc1ccc(Cl)cc1)c1csc([N+](=O)[O-])c1 | nt | -9
Cc1nc(C2CCCN2Cc2ccccc2C#N)n[nH]1 (configuration not stated) | 5 | -3
COc1cc(C=C2Oc3cc(OS(C)(=O)=O)ccc3C2=O)cc(OC)c1OC | 0 | -10
COc1ccc(C2Nc3ccccc3NC3=C2C(=O)CC(c2cccs2)C3)c(OC)c1 (configuration not stated) | 14 | 2
Cc1ccccc1N1CCN(C(=O)c2cc(C)n3nccc3n2)CC1 | 6 | -2
O=C(Cn1cnc(-c2cccs2)cc1=O)N1CCc2ccccc21 | -16 | 2
O=C1C2C3c4ccccc4C(C(=O)O)(c4ccccc43)C2C(=O)N1c1ccccc1Br (configuration not stated) | 4 | -4

Some of the entries so far, in markdown.
| molecule | mHTT-CaM PPI inh | Pf apPOL block |
| --- | --- | --- |
| COc1cc(CNc2ccc(SC)cc2)cc([N+](=O)[O-])c1O | 36 | 1 |
| CCSc1ccccc1C(=O)Nc1nc(-c2ccccn2)cs1 | -4 | -14 |
| COc1cc(NC(=O)c2cc3n(n2)C(C(F)(F)F)CC(c2ccccc2)N3)cc(OC)c1OC (configuration not stated) | 24 | 3 |
| O=C(NC1CCCCCC1)c1cnccn1 | 1 | -3 |

Pulled one by one from the list above:
SMILES | mHTT-CaM PPI inh | Pf apPOL block
O=C1C2C3c4ccccc4C(C(=O)O)(c4ccccc43)C2C(=O)N1c1ccccc1Br (configuration not stated) | 4 | -4
CCOc1ccc(-n2c(SCC(=O)Nc3cc(C)ccc3C)nc3c(c2=O)SCC3)cc1 | -3 | 2

The list goes on.
SMILES | mHTT-CaM PPI inh | Pf apPOL block
O=S(=O)(c1ccccc1F)N1CCC(c2noc(-c3cccc(F)c3)n2)CC1 | -1 | -6
COc1ccc2cc3cc(C(=O)Nc4ccc(C)cc4Br)oc3nc2c1 | 5 | 3
CCC1C(=O)C(C)(C)C(=O)OC1c1ccccc1[N+](=O)[O-] (configuration not stated) | -3 | -3
Cc1nn(C2CCS(=O)(=O)C2)c(C)c1N1CCN(Cc2ccccc2Cl)CC1 (configuration not stated) | -13 | -8
CC(=O)N1CC[C@@H]2CC(=O)C[C@@H](C)[C@@H]21 | 0 | -4
CN(C)CCCNC(=O)c1cc2cn(C3CC3)cc2s1 | 1 | -5
O=C(Oc1ccc([N+](=O)[O-])cc1)c1c(Cl)cccc1Cl | nt | 1
CCCCOc1ccc(N2CC(C(=O)NCc3ccc(CC)cc3)CC2=O)cc1 (configuration not stated) | -15 | 1
O=c1cc(-c2ccccc2)c2cc3c(-c4ccc(F)cc4)coc3cc2o1 | 0 | 9
CCOc1ccc(CN2CCC(C)(O)C(N3CCCC3)C2)cc1 (configuration not stated) | 2 | -1
Cc1ccc2c(c1)NC(C)(C)c1ssc(=Nc3ccc(Cl)cc3Cl)c1-2 | 62* | nt
Cn1cnnc1C1CCCCN1C(=O)Cc1c[nH]c2ccccc12 (configuration not stated) | 4 | 91*
Cc1ccc2c(c1)C=C(C(=O)NC1CCCCC1)C=CO2 | -4 | -4
O=C(c1ccccn1)N1CCC(c2cc(-c3ccccc3)n[nH]2)CC1 | 2 | 1
CCN(CC)C(=O)c1ccc(S(=O)(=O)c2ccc(Cl)c(Cl)c2)cc1 | 11 | -7
CC(C)(C)OC(=O)NCC(=O)N1CC2(COC(C)(C)OC2)C1 | 2 | -6
COc1ccc(NC(=O)C2CC(=O)N(c3ccc4c(c3)CCN4C(C)=O)C2)cc1OC (configuration not stated) | -2 | -4
C=CCc1c(C)nc2nc(SCC(=O)Nc3cccc(OC)c3)nn2c1C | 30 | -13
Cc1nn(-c2ccccc2)c2nc(N3CCC(NC(=O)c4cccs4)CC3)sc12 | 2 | -2
CC1(C)CCc2cc(-c3ccn(C(=O)c4ccc(Cl)cc4)n3)ccc2O1 | nt | 0
O=C(COc1ccccc1)N1CCC(CCOc2ccccc2)CC1 | -13 | -5
CCNC(=O)c1cc(N2CCOCC2)nc2ccccc12 | -4 | -3
Cc1ccnc(N2CCC(C(=O)N3CCN(c4ccccc4)CC3)CC2)n1 | -3 | 3
CN1C(=O)C(CC(=O)Nc2ccccc2[N+](=O)[O-])SC1=Nc1ccccc1 (configuration not stated) | 4 | -3
CCSc1nnc(-c2nn(C)c3c2CN(C(=O)Cc2ccccc2Cl)CC3)n1C | 2 | 1
SMILES | mHTT-CaM PPI inh | Pf apPOL block
O=C(OCc1cn([C@H]2CN(CC3CCCCC3)[C@@H](c3ccccc3)C[C@@H]2O)nn1)c1ccccc1 | 47 | -3
O=C(O)C=CC(=O)C(=O)N1CCCC(C(F)(F)F)C1 (configuration not stated) | -5 | nt
Cc1ccc2nc(C(=O)NCc3ccccc3C)cn2c1 | -5 | -4
COc1ccc(C(=O)N2CCC(n3c(-c4ccco4)nc4cccnc43)C2)cc1OC (configuration not stated) | 34 | -6
COc1cccc(OC)c1C(=O)Nc1cc(C)cc(C)c1 | -6 | -1
Cc1cccc(N(CC(=O)NC(C(C)C)C(C)C)S(=O)(=O)c2ccccc2)c1C | 0 | 2
CC12CCC3C(CCC4CCCCC43C)C1CCC2N (configuration not stated) | 100* | -1
CCOc1cccc(N2C(=O)CC(N3CCOCC3)C2=O)c1 (configuration not stated) | -1 | 2
Nc1c(-c2nc3ccccc3[nH]2)nnn1Cc1ccccc1 | 7 | -8
CC(C)CNC(=O)C1CCN(c2ncnc3c2oc2ccccc23)CC1 | -2 | -4
O=C(Nc1cccc(Cl)c1)O[C@H]1CCC12CCCCC2 | -108 | -1
COc1ccc(C(O)CN2CCN(c3ccccc3F)CC2)cc1 (configuration not stated) | 7 | 1
COC(=O)C1CN(Cc2ccc(OC)cc2)CCS(=O)(=O)N1Cc1cn(CCOC(C)=O)nn1 (configuration not stated) | 0 | -2
O=C(NCc1ccncc1)C(=O)Nc1cccc(F)c1 | -1 | -4
O=c1cc2oc3cc(O)c(O)cc3c(-c3ccccc3)c-2cc1O | 69* | 8
CCN(CCN(C)C)Cc1cccc(Br)c1 | -4 | 1
COc1cc(NS(=O)(=O)c2ccc(NC(=O)c3ccccc3C(=O)O)cc2)nc(OC)n1 | 4 | 27
CC(C)C(=O)Nc1ccc(C2(C(=O)NCc3ccc(F)c(Cl)c3)CCC2)cc1 | -7 | -3
CCOc1ccccc1NC(=O)CSc1ccccn1 | -18 | 10
O=[N+]([O-])c1ccc(-c2ccc(N=Cc3ccccc3)cc2)cc1 | -4 | 19
CCN(CC)CCOc1cc(C)cc(C)c1C | -8 | -6
CC(C)(C)C1N[C@@H](C(=O)O)CS1 (some centres not stated) | nt | -2
Oc1ccc(Cl)cc1C1=NOC(O)(C(F)(F)F)C1 (configuration not stated) | -5&-4 | -14
COc1ccc(NC(=O)CN(c2cccc(Cl)c2)S(C)(=O)=O)c(OC)c1 | 5 | -1
COC(=O)c1nc(Cl)c(Cl)c(N)c1Cl | -7 | nt
SMILES | mHTT-CaM PPI inh | Pf apPOL block
O=C1Nc2ccccc2OCC1CC(=O)N1CCN(c2ccccc2)CC1 (configuration not stated) | 14 | 1
Cc1c(Cl)cccc1NC(=O)c1cnn2c1NC(c1ccco1)CC2C(F)(F)F (configuration not stated) | 19 | -1
O=[N+]([O-])c1cc2c(cc1CN1CCN(c3ccccc3F)CC1)OCO2 | 8 | -1
CN(C)CCCNCC1CCOC(C)(C)C1 (configuration not stated) | -4 | -2
CC(C)N(C)c1nc(-c2ccc(F)cc2)ncc1C(=O)N1CCCC1 | 29 | -7
O=C(C1CC(c2ccc(F)cc2)=NO1)N1CCC(Cc2ccccc2)CC1 (configuration not stated) | -12 | -6

Copied from the list.
Entry for CCOc1ccccc1CN1C(=O)CCC1(C)C(=O)NCc1ccc(C)cc1 (configuration not stated) in Pf apPOL block: 0
Entry for COc1ccccc1NC(=O)CSc1nc(-c2ccccc2)cn1-c1ccccc1OC in Pf apPOL block: 1
Entry for Cc1ccccc1N1CCN(C(=O)c2cc(C)n3nccc3n2)CC1 in Pf apPOL block: -2
Entry for CCN(CC)C(=O)c1ccc(S(=O)(=O)c2ccc(Cl)c(Cl)c2)cc1 in Pf apPOL block: -7
Entry for O=C(COc1ccccc1)N1CCC(CCOc2ccccc2)CC1 in mHTT-CaM PPI inh: -13
